# Screening results deposited in PubChem BioAssay by National Center for Advancing Translational Sciences (NCATS).
# KB-V1 cytotox = KB-V1 MDR subline cytotoxicity; KB-V1 MDR cells viability, CellTiter-Glo, 72 h; Potency, µM (series often up to 46.1 µM), without a hit: at the highest dose activity change, negative = cytotoxicity, hits mostly cytotoxic; 400,000 compounds, 3.4% hits; also: potency is read from the fitted curve at half-maximal effect; % is scaled to controls: 0 for no effect and ±100 for the full control effect; nearly all actives have a fitted effect of over 60% in size
#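 KB-V1, DMEM (no phenol red) + 10% FBS; cpd pin-transferred, titration series; 72 h, 37 degrees C; CellTiter-Glo, luminescence. Data normalized, curve-fit.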
# KB-3-1 cytotox = KB-3-1 parental cell cytotoxicity. KB-3-1 viability, CellTiter-Glo ATP luminescence, 72 h. Potency, µM (titrated, usually from 46.1 µM), inactives show at the top dose activity change, negative = cytotoxic, most hits filed as cytotoxic. 400,000 compounds, 1.4% hits. AID 1347075; also: potency is read from the fitted curve at half-maximal effect; % is scaled to controls: 0 for no effect and ±100 for the full control effect; nearly all actives have a fitted effect of over 60% in size
#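 Screening of KB-3-1 cells (DMEM, 10% FBS, phenol-red free) ran from lowest to highest compound concentration; after 72 h at 37 °C viability was read luminescently and curves fitted.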
# DRD3 agonist = activates the human D3 dopamine receptor. P35462. D3R DiscoveRx beta-arrestin cells, luminescence, 90 min. max activation, %. 410,000 compounds, 0.58% hits. AID 652048; in the data active = max activation above about 30%; also: 0% is about no effect; mostly tested at two doses, the higher about 12 µM
# Target sequence (P35462 whole entry, looked up): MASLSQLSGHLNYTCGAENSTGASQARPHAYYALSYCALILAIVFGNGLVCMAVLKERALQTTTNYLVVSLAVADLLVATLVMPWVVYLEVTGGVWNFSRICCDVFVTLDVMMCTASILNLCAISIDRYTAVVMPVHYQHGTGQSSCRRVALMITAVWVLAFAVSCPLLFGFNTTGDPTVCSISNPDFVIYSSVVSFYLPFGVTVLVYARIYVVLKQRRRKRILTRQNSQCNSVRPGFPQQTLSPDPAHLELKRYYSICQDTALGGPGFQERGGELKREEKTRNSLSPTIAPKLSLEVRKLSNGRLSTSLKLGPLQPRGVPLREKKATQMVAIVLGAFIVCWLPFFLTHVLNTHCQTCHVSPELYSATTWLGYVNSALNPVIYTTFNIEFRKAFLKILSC
#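 Agonist-mode cell screen: cells plated at 1500/well and incubated overnight at 37 °C, then exposed to library compounds for 90 min at 37 °C. Detection reagent was added for 30–60 min at room temperature, and luminescence was read.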
# The depositor's hits bear a star; ? = inconclusive. Unless noted, calls follow the shape of the dose curve; as a rule, active = well fitted cell-killing curve with a large enough effect; inconclusive = small, poorly fitted or top-dose-only effect, or effect the other way; inactive = flat fitted curve, though single readings scatter.
1	COc1cccc(-c2nc3c(C#N)c[nH]n3c2NC2CCCCC2)c1OC
2	COc1cc(Cl)c(C)cc1NC(=O)Cn1ncc2c([nH]c3ccccc32)c1=O
3	Cc1ccc(NC(=O)CSc2ccc(-c3sc(-c4ccccc4)nc3C)nn2)cc1F
4	Cc1cccc(NC(=O)CSc2nc(=O)n(Cc3ccccn3)c3c2CCC3)c1C
5	Cc1ccc(C)c(N2CCN(c3ccc4cc(S(=O)(=O)N5CCC(C)CC5)ccc4n3)CC2)c1
6	CCOC(=O)CC(NC(=O)N1CCC(CN2CCC(C)CC2)CC1)c1ccccc1 (stereo not given)
7	CCN(C(=O)c1cc2c(s1)-c1ccccc1OC2)c1cccc(C(F)(F)F)c1
8	O=C(NCC(c1ccc(Cl)cc1)N1CCCCC1)c1ccccc1F (stereo not given)

Assay by compound,1,2,3,4,5,6,7,8
KB-3-1 cytotox,3%,3%,3%,-4%,-8%,3%,8%,0%
KB-V1 cytotox,-10%,-5%,8%,11%,-4%,17%,0%,8%
DRD3 agonist,-4,6,-3,0,-4,-3,-4,-9

9	CCCSc1nc2sc3c(c2c(=O)n1-c1ccccc1)CCC(C)C3 (stereo not given)
10	CSc1cccc(NC(=O)CN2CCN(Cc3ccccc3C)S2(=O)=O)c1
11	Cc1ccc(-c2noc(-c3nnn(-c4cccc(C(F)(F)F)c4)c3N)n2)cc1
12	COc1cccc(Cn2c(SCC(=O)N3CCN(c4ccc(F)cc4)CC3)nc3ccccc32)c1
13	CCOc1ccc(NC(=O)c2nc3nc(C)cc(C(F)F)n3n2)cc1
14	Cc1cccc(NC(=O)c2ccc(-n3c(C)nnc3C)cc2)c1
15	CCN(Cc1ccccc1)C(=O)c1c(C)oc2ncn(C)c(=O)c12
16	COc1ccccc1N1CCN(C(=O)c2cnc(N3CCOCC3)c3ccccc23)CC1

Assay by compound,9,10,11,12,13,14,15,16
KB-3-1 cytotox,12%,-7%,-12%,-2%,12%,-5%,9%,?
KB-V1 cytotox,-1%,3%,0%,-18%,3%,0%,-7%,?
DRD3 agonist,-7,-19,0,-4,-3,5,-1,2

17	CC(=O)N1CCc2cc(S(=O)(=O)NC(Cc3ccccc3)C(=O)Nc3cc(C)ccc3C)ccc21 (stereo not given)
18	COc1ccc(Cl)cc1NC(=O)c1cc(=O)c2cc(C)cc(C)c2o1
19	O=C(CSc1nc(=O)n(Cc2ccco2)c2c1CCC2)NCc1ccccc1Cl
20	CC(C)C(=O)Nc1ccc2nc(SCCOc3ccccc3)sc2c1
21	Cc1nncn1-c1ccc(C(=O)Nc2cc(F)ccc2F)cc1
22	Cc1ccc(Cl)cc1NC(=O)C(NS(=O)(=O)c1cccc2nsnc12)c1ccccc1 (stereo not given)
23	Cc1ccc2oc(=O)c3cnn(CC(=O)N4CCN(c5ccccc5F)CC4)c3c2c1
24	Cc1c(C)c2c(cc(C)c3c(-c4ccc(Br)cc4)coc32)oc1=O

Assay by compound,17,18,19,20,21,22,23,24
KB-3-1 cytotox,-2%,20%,5%,16%,-11%,-5%,15%,8%
KB-V1 cytotox,-10%,?,8%,0%,17%,-17%,1%,1%
DRD3 agonist,5,2,7,1,1,-6,13,0

25	Cc1ccc(CNC(=O)c2sc3nc4n(c(=O)c3c2C)CCCC4)cc1
26	CN(C(=O)CSc1nc2ccccc2n1CC(=O)N(C)C1CCCCC1)c1ccccc1
27	CCOc1ccccc1CNC(=O)C1CCCN(c2ncnc3onc(-c4ccc(F)cc4)c23)C1 (stereo not given)
28	CCOC(=O)c1scc(-c2ccc(C)cc2)c1S(=O)(=O)N1CCN(c2ccccc2)CC1
29	Clc1cccc(C2=NC(c3cccs3)=Nc3ccc(Br)cc3N2)c1
30	Cn1c2ccccc2c2cnn(CC(=O)NCCCN3CCCCC3)c(=O)c21
31	CCCCN(C)C(=O)C1CCC(Cn2c(=O)[nH]c3ccsc3c2=O)CC1 (stereo not given)
32	N#C/C(=C/c1ccccc1Cl)c1nc(-c2cc3ccccc3oc2=O)cs1

Assay by compound,25,26,27,28,29,30,31,32
KB-3-1 cytotox,5%,-7%,1%,-16%,12%,0%,0%,-7%
KB-V1 cytotox,-9%,-7%,-4%,-10%,11%,16%,3%,?
DRD3 agonist,4,-16,-7,-17,-12,-11,-13,3

33	CC(=O)c1ccc(NC(=O)CCOc2ccccc2)cc1
34	Cc1ccc(OCCn2cc(C(=O)c3cccs3)c3ccccc32)cc1
35	Cn1c(=O)c(=O)n(C)c2cc(N3CCOCC3)c(NS(=O)(=O)c3ccc(Cl)cc3)cc21
36	CC(NC(=O)c1ccc2c(c1)N(Cc1cccc(F)c1)C(=O)c1ccccc1S2)c1ccccc1 (stereo not given)
37	COc1ccc(C)cc1NC(=O)Cc1c(C(=O)O)c(C)cn1C
38	COc1ccc(Cl)cc1NC(=O)C(C)N1Cc2ccccc2C1=O (stereo not given)
39	Cc1ccn2c(Nc3ccc4c(c3)OCO4)c(-c3ccc(C)o3)nc2c1
40	COc1ccc(NC(=O)c2csnn2)cc1

Assay by compound,33,34,35,36,37,38,39,40
KB-3-1 cytotox,-1%,-8%,0%,7%,?,4%,13%,3%
KB-V1 cytotox,16%,8%,15%,13%,10%,-10%,5%,7%
DRD3 agonist,-18,8,6,1,6,0,-5,4

41	Cc1cccc(-c2nnc(SCC(=O)N3CCCc4ccccc43)o2)c1
42	CCn1c(CN2CCC(C)CC2)nc2cc(NC(=O)COc3ccc([N+](=O)[O-])cc3)ccc21
43	CC1CCN(CC2CCN(C(=O)NCc3ccccc3)CC2)CC1
44	CCCN1Cc2cccc(C(=O)Nc3cc(Cl)ccc3C)c2C1=O
45	O=C(Nc1ccc2nn(-c3ccccc3)nc2c1)c1ccc(-c2cccc(Cl)c2)o1
46	CCOC(=O)c1c(-c2ccccc2)csc1NC(=O)c1cc(-c2ccc(C)c(F)c2)on1
47	COc1cc2c(cc1NC(=O)C(C)Oc1ccccc1)oc1ccccc12 (stereo not given)
48	CCOc1ccc(OC(=O)c2sc3ncn(Cc4cccc(F)c4)c(=O)c3c2C)cc1

Assay by compound,41,42,43,44,45,46,47,48
KB-3-1 cytotox,1%,-1%,1%,-2%,8%,0%,6%,5%
KB-V1 cytotox,5%,2%,3%,5%,2%,0%,0%,15%
DRD3 agonist,2,-13,-13,2,16,2,6,3

49	Cc1ccc(-c2csc(=Nc3ccc(F)cc3)n2Cc2ccc3c(c2)OCO3)cc1C
50	COC(=O)c1ccccc1NC(=O)Cn1ncc2c(C)n(Cc3ccc(F)cc3)c(C)c2c1=O
51	COc1ccc(C2NC(=O)N(C)C3=C2C(=O)N(c2ccc(F)cc2)C3)cc1 (stereo not given)
52	O=C(CCS(=O)(=O)c1cc2c3c(c1)CCN3C(=O)CC2)NCc1ccc(Cl)cc1
53	CC(=O)N1c2ccccc2C(=O)C1N1CCN(c2ccccc2)CC1 (stereo not given)
54	Cc1nc(-c2ccccc2)sc1-c1ccc(SCC(=O)Nc2cccc(C(F)(F)F)c2)nn1
55	CCOC(=O)c1cccc(NC(=O)CCC(=O)N2CC(C)Oc3ccc(C)cc32)c1 (stereo not given)
56	CCS(=O)(=O)N1CC(=O)N(c2cccc(C)c2C)C(C)(C(=O)NC2CCCCCC2)C1 (stereo not given)

Assay by compound,49,50,51,52,53,54,55,56
KB-3-1 cytotox,-30%,-11%,5%,0%,1%,-9%,3%,-1%
KB-V1 cytotox,-9%,-7%,2%,?,2%,0%,-23%,-6%
DRD3 agonist,-1,10,0,5,6,-2,2,2

57	Cc1ccc(CNC(=O)c2ccc3c(c2)NC(=O)C(CS(=O)(=O)Cc2ccc(F)cc2)N3)cc1 (stereo not given)
58	c1csc(-c2nc3ccccn3c2Nc2ccc3c(c2)OCCO3)c1
59	Cc1cc(C)n(-c2nc3cc(Cl)c(Cl)cc3nc2Nc2ccc(F)cc2C)n1
60	COc1ccc(CNC(=O)C2CCN(c3nc4ccccc4[nH]3)CC2)c(OC)c1
61	COc1cc(NC(=O)Nc2nnc(N3CCCCCC3)s2)cc(OC)c1
62	COc1ccc(CNC(=O)C2CCN(S(=O)(=O)c3cccc(-c4noc(C)n4)c3)CC2)cc1
63	CCOCCc1nnc(NC(=O)C(=O)c2cc(C)n(-c3cccc(Cl)c3)c2C)s1
64	COc1cccc(CNC(=O)C2Cc3cc(S(=O)(=O)N4CCCCCC4)ccc3N2C(C)=O)c1 (stereo not given)

Assay by compound,57,58,59,60,61,62,63,64
KB-3-1 cytotox,7%,-6%,-13%,-8%,4%,-4%,-3%,-8%
KB-V1 cytotox,3%,-28%,?,-3%,11%,-7%,-8%,?
DRD3 agonist,-2,-12,-7,-4,5,-12,5,0

65	COc1ccc(NC(=O)c2sc3nc(C)c(C(=O)Nc4ccc(Cl)cc4)c(-c4ccc(Br)cc4)c3c2N)cc1
66	COc1ccc(N(Cc2cccs2)C(=O)COc2cccc(Cl)c2)cc1
67	COC(=O)Cn1c(SCCOc2ccccc2Cl)nc2ccccc21
68	CC(C)(C)OC(=O)N1CCC(c2c(C(=O)N3CCN(c4ncccn4)CC3)cnn2-c2ccc(F)cc2)CC1
69	CC(=O)N1CCC2(CC1)OC(=O)C(C)=C2C(=O)Nc1cc(C)ccc1C
70	CCn1nc(C)c2c(-c3ccccc3)cc(=O)n(C(C)C(=O)NCCc3ccc(OC)c(OC)c3)c21 (stereo not given)
71	COc1ccccc1N1CCN(C(=O)CCn2cnc3onc(-c4ccc(F)cc4)c3c2=O)CC1
72	CC(C)c1ccc(NS(=O)(=O)c2ccc3[nH]cc(C(=O)NCC4CCCO4)c(=O)c3c2)cc1 (stereo not given)

Assay by compound,65,66,67,68,69,70,71,72
KB-3-1 cytotox,-13%,1%,2%,6%,0%,-2%,0%,1%
KB-V1 cytotox,-2%,-12%,13%,-1%,?,-9%,6%,?
DRD3 agonist,-12,-5,2,6,2,-5,-8,0

# Full records from above:
# COc1ccc(N(Cc2cccs2)C(=O)COc2cccc(Cl)c2)cc1 in the list: KB-3-1 cytotox = 1%; KB-V1 cytotox = -12%; DRD3 agonist = -5
# CC(C)c1ccc(NS(=O)(=O)c2ccc3[nH]cc(C(=O)NCC4CCCO4)c(=O)c3c2)cc1 (stereo not given) in the list: KB-3-1 cytotox = 1%; KB-V1 cytotox = ?; DRD3 agonist = 0
# COc1ccc(NC(=O)c2sc3nc(C)c(C(=O)Nc4ccc(Cl)cc4)c(-c4ccc(Br)cc4)c3c2N)cc1 in the list: KB-3-1 cytotox = -13%; KB-V1 cytotox = -2%; DRD3 agonist = -12

# Next compounds follow.
73	CCC(Sc1nc2n[nH]c(C)c2c(=N)n1-c1ccc(Br)cc1)C(=O)N(CC)CC (stereo not given)
74	Cc1ccc(-n2c(SCc3ccccc3C)nc3[nH]ncc3c2=O)cc1C
75	Cc1ccc(NC(=O)CSc2nc3ccc(NC(=O)CCc4ccccc4)cc3s2)c(C)c1
76	Cc1oc(-c2cccc(Cl)c2)nc1CSc1nnc(C)n2c1cc1occc12
77	O=C(CSc1nnc(COc2ccc(Cl)cc2)o1)Nc1ccccc1
78	Cc1nn2c(=O)cc(COC(=O)c3ccc(C(C)(C)C)cc3)nc2s1
79	CCOC(=O)c1c(-c2ccc(Br)cc2)csc1NC(=O)c1ccc(F)cc1
80	CCOC(=O)c1c(C)[nH]c(C)c1S(=O)(=O)NCC(=O)Nc1ccc(C)cc1C

Assay by compound,73,74,75,76,77,78,79,80
KB-3-1 cytotox,-6%,1%,5%,8%,12%,?,?,-3%
KB-V1 cytotox,?,3%,25%,5%,0%,-22%,?,0%
DRD3 agonist,-4,8,1,2,0,12,-11,-9

81	Clc1ccc(-c2csc(-c3nc(-c4ccc(Br)s4)cs3)n2)cc1
82	CCOC(=O)c1cccc(NC(=O)NCc2cccn2Cc2ccccc2)c1
83	CCOc1ccc(NC(=O)c2cnc3ccccn3c2=O)cc1
84	Cc1ccccc1-c1noc(CSc2nc(-c3ccc(F)cc3)cc(=O)[nH]2)n1
85	CCOc1ccccc1NC(=O)c1sc2nc3c(cc2c1N)CN(Cc1ccccc1)CC3
86	Cc1oc2ncn(CC(C)C)c(=O)c2c1C(=O)Nc1cccc(C(F)(F)F)c1

Assay by compound,81,82,83,84,85,86
KB-3-1 cytotox,?,-10%,-10%,10%,-26%,8%
KB-V1 cytotox,0%,-27%,0%,24%,2%,22%
DRD3 agonist,7,-5,5,-16,-8,7

# A portion of the library (hit frequency here may not be typical).
